# VHR inh abs: inhibitors of human VHR1 phosphatase (DUSP3). recombinant VHR phosphatase, pNPP absorbance. inhibition, % at 13.3 µM. hit rate 0.52% among 290,000; in the data active = inhibition above about 50%; also: some compounds called inactive have numbers as strong as hits
# MazEF act: MazEF (E. coli) toxin RNase activation. P0AE70. FAM/BHQ RNA-DNA oligo cleavage fluorescence, 5 h. activation, % at 20 µM. hit rate 0.32% among 350,000. AID 504720; in the data active = activation above about 50%
# Rv3671c inh: inhibitors of M. tuberculosis serine protease Rv3671c; P9WHR9; inhibition, % at 5.96 µM; hit rate 0.048% among 320,000; in the data active = inhibition above about 38%;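 also: extracellular domain of Rv3671c used as enzyme; 0% = enzyme with DMSO and 100% = no enzyme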
# Yp Topo-I inh: blocks Yersinia pestis topoisomerase I activity; Y. pestis Topo-I cleavage product accumulation, plate reader; activity, % at 10 µM; hit rate 0.064% among 360,000; AID 504884; in the data active = activity above about 50%, passing the limit was not always enough; also: inactives centre near 2
# BH1578 lux ind: quorum light induction in luxS cqsA deficient V. cholerae; V. cholerae BH1578 lux reporter, luminescence, 6 h; activation, % at 18.7 µM; hit rate 0.16% among 350,000; AID 588436; in the data active = activation mostly above about 9.7%, no sharp cut-off; also: not every result past the cut was called active; inactives centre near 0; reference of the scale not given here
# 3CLpro inhibitor: SARS-CoV 3CLpro protease inhibition | P0C6X7 | inhibition, % at 6 µM | hit rate 0.14% among 290,000 | recombinant SARS-CoV 3CLpro, quenched FRET peptide cleavage | AID 1706; in the data active = inhibition above about 12%
# PriA SSB inh: inhibitors of Klebsiella pneumoniae PriA binding to SSB C-terminal tail; AID 1272365; hit rate 0.6% among 430,000; AlphaScreen SSBct-PriA binding, biotinylated peptide; inhibition, % at 33 µM; in the data active = inhibition mostly above about 37%, no sharp cut-off; inactive = mostly below about 20%;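 also: plate controls were negative control peptide for no effect and reference peptide for full effect; strong numbers were not always called active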
# CCHF vOTU inh: CCHFV vOTU protease inhibition. Pep-AMC fluorescence. inhibition, % at 11.5 µM. hit rate 0.55% among 370,000. AID 651958; in the data active = inhibition above about 30%; also: 0% = vehicle wells with enzyme and 100% = no enzyme wells
# PrPC TRFRET: reduces human prion protein on the cell surface. P04156. cell surface PrPC, TR-FRET read-out. inhibition, % at 13.8 µM. hit rate 0.43% among 370,000. AID 720596; in the data active = inhibition above about 24%; also: 0% = median of the test wells and 100% = reference compound wells
# TcdB GH inh: blocks C. difficile toxin B glycohydrolase activity | P18177 | TcdB glycohydrolase enzymatic assay, plate reader | inhibition, % at 9.99 µM | hit rate 0.24% among 350,000; in the data active = inhibition above about 10%
# * = called active by the depositor; i = inactive; nt = no result given; & = joins results of further samples. Not all compounds are listed; the hit share may differ from the screen's.
canonical_smiles | VHR inh abs | MazEF act | Rv3671c inh | Yp Topo-I inh | BH1578 lux ind | 3CLpro inhibitor | PriA SSB inh | CCHF vOTU inh | PrPC TRFRET | TcdB GH inh
Cc1ccnc2c1ccc1ccccc12 | 1.8 | 2.6 | -4.3 | -4.6 | 0.6 | -0.2 | -3.3 | -1.8 | 9.4 | 2.2
CC(NC(=O)COc1ccccc1)C(=O)NC1=NCCS1 (configuration not stated) | -1.4 | -11.7 | -5.6 | -2.4 | -0.3 | 2.8 | -2.5 | -11.8 | -0.3 | 2.2
CC1CC(=O)N(C)c2cc([N+](=O)[O-])ccc2N1 (configuration not stated) | 15.4 | 11.3 | -1.2 | -0.7 | 2.4 | 5.5 | -4.2 | -0.5 | -16.9 | 0.9
COc1cccc(-c2nnn(CC(=O)N3CCC(C)CC3)n2)c1 | -0.5 | 1.9 | nt | -2.4 | -0.4 | 2.1 | -7.3 | 19.6 | 9.1 | 0.3
CSc1nc(=O)n(-c2ccccc2)c(C)c1C(C)=O | 22.3 | -3.2 | 0.1 | -0.1 | -0.1 | -6.9 | -6.9 | 5.4 | -3.3 | nt
Cc1ccc(NC(=O)Nc2ncccc2C)cc1 | 13.2 | -6.2 | -6.7 | -4.6 | 1.6 | -4.0 | -9.6 | -9.6 | 2.9 | nt
Cc1ccc(O)c(CO)n1 | 9.1 | 11.1 | 1.8 | 2.3 | i | 0.8 | -1.0 | 20.4 | -5.2 | 0.4
CN(C)c1ccc(/C=N\NC(=O)c2csnn2)cc1 | 22.8 | -1.8 | 3.3 | -4.3 | i | 2.4 | nt | 19.3 | -3.5 | nt
O=C(Cc1ccc(Cl)cc1)Oc1cccc2cccnc12 | 42.9 | -1.5 | -2.3 | 1.8 | 0.1 | -4.1 | -2.8 | nt | nt | nt
C[C@@H]1C=C(C(=O)NCc2nc3ccccc3[nH]2)O[C@H](OCc2ccc(CO)cc2)C1 | 18.1 | -7.2 | -12.1 | 8.4 | i | nt | -7.7 | -11.1 | -0.8 | -1.8&1.4

# Some of the entries so far, with each value named:
> CC1CC(=O)N(C)c2cc([N+](=O)[O-])ccc2N1 (configuration not stated)
  VHR inh abs: 15.4 | MazEF act: 11.3 | Rv3671c inh: -1.2 | Yp Topo-I inh: -0.7 | BH1578 lux ind: 2.4 | 3CLpro inhibitor: 5.5 | PriA SSB inh: -4.2 | CCHF vOTU inh: -0.5 | PrPC TRFRET: -16.9 | TcdB GH inh: 0.9

> COc1cccc(-c2nnn(CC(=O)N3CCC(C)CC3)n2)c1
  VHR inh abs: -0.5 | MazEF act: 1.9 | Rv3671c inh: nt | Yp Topo-I inh: -2.4 | BH1578 lux ind: -0.4 | 3CLpro inhibitor: 2.1 | PriA SSB inh: -7.3 | CCHF vOTU inh: 19.6 | PrPC TRFRET: 9.1 | TcdB GH inh: 0.3

> CSc1nc(=O)n(-c2ccccc2)c(C)c1C(C)=O
  VHR inh abs: 22.3 | MazEF act: -3.2 | Rv3671c inh: 0.1 | Yp Topo-I inh: -0.1 | BH1578 lux ind: -0.1 | 3CLpro inhibitor: -6.9 | PriA SSB inh: -6.9 | CCHF vOTU inh: 5.4 | PrPC TRFRET: -3.3 | TcdB GH inh: nt

> Cc1ccc(NC(=O)Nc2ncccc2C)cc1
  VHR inh abs: 13.2 | MazEF act: -6.2 | Rv3671c inh: -6.7 | Yp Topo-I inh: -4.6 | BH1578 lux ind: 1.6 | 3CLpro inhibitor: -4.0 | PriA SSB inh: -9.6 | CCHF vOTU inh: -9.6 | PrPC TRFRET: 2.9 | TcdB GH inh: nt

# The list goes on.
canonical_smiles | VHR inh abs | MazEF act | Rv3671c inh | Yp Topo-I inh | BH1578 lux ind | 3CLpro inhibitor | PriA SSB inh | CCHF vOTU inh | PrPC TRFRET | TcdB GH inh
O=C(CNC(=O)c1ccc(Cl)cc1)Nc1ccc(S(=O)(=O)Nc2ncccn2)cc1 | 3.5 | -8.4 | -7.2 | 4.3 | 0.4 | -1.7 | 4.2 | -10.5 | 1.1 | 0.6
CCN(CC)C(=O)Cn1ncc2c1-c1ccccc1OC2 | 7.8 | -5.7 | -5.9 | -0.6 | i | 0.9 | -4.5 | 0.6 | -6.8 | -0.3
N#CCCN(C(=O)COC(=O)c1ccc(Cl)nc1)c1ccc2c(c1)OCCO2 | nt | 4.1 | nt | 6.5 | -0.6 | nt | nt | -8.1 | -3.7 | 0.8
CCc1ccccc1NC(=O)c1onc(C)c1Cl | 29.4 | 2.6 | -1.1 | 6.0 | -0.2 | -2.7 | -19.6 | -1.7 | 3.0 | 0.6
CN(C)S(=O)(=O)Oc1ccc(Cl)cc1C(=O)Nc1ccc(F)cc1F | -8.2 | 3.6 | -2.4 | -10.1 | i | -2.1 | -9.0 | 8.3 | -4.8 | 0.9
CCOCCCNC(=O)C(c1ccccc1)N(Cc1ccc2c(c1)OCO2)C(=O)CNC(C)=O (configuration not stated) | 6.2 | 5.6 | 0.6 | 2.2 | i | -2.4 | -16.6 | 12.6 | 11.2 | 1.2
CCN1CCN(Cc2c(C)[nH]c3ccc(C(=O)OC)cc3c2=O)CC1 | -4.7 | 0.9 | -7.0 | -4.5 | -0.7 | -1.7 | -10.9 | 1.7 | -1.5 | nt
Cc1ccc(F)cc1NC(=O)N1CCCN(C(=O)OC(C)(C)C)CC1 | 15.5 | -0.7 | -6.4 | -7.0 | i | -6.4 | -2.5 | -6.0 | 1.3 | 1.6
COc1ccc(C2/C(=C(/O)c3ccc(OC(C)C)cc3)C(=O)C(=O)N2CCCN2CCOCC2)cc1 (configuration not stated) | 40.0 | 4.2 | 4.4 | -9.2 | -0.2 | -0.5 | nt | 0.9 | 4.2 | nt
COc1ccc(Cl)cc1NC(=O)C1CCCN(S(=O)(=O)c2cccc3nonc23)C1 (configuration not stated) | 4.4 | 1.1 | nt | -5.2 | i | 1.8 | -0.5 | -3.8 | -7.3 | nt

# Quoted from the listing.
# For CCHF vOTU inh, Cc1ccc(NC(=O)Nc2ncccc2C)cc1 has -9.6
# For 3CLpro inhibitor, O=C(Cc1ccc(Cl)cc1)Oc1cccc2cccnc12 has -4.1

# (continued)
SMILES	VHR inh abs	MazEF act	Rv3671c inh	Yp Topo-I inh	BH1578 lux ind	3CLpro inhibitor	PriA SSB inh	CCHF vOTU inh	PrPC TRFRET	TcdB GH inh
O=C(Nc1ccccc1C(=O)N1CCOCC1)c1ccc(Br)cc1	0.9	-2.8	3.6	6.2	-0.8	1.1	-17.3	nt	nt	nt
CCOc1ccc(C(=O)Nc2ccccc2C#N)cc1[N+](=O)[O-]	1.5	1.1	-0.9	-1.7	-0.1	4.9	-14.0	-7.5	-9.2	nt
Cc1ccc(S(=O)(=O)NCc2csc(C)n2)cc1	-19.5	2.4	nt	3.8	-0.1	-2.8	7.1	5.8	-4.9	0.4
COc1cc(/C=C/C(=O)OC(C)C(=O)Nc2c(C)n(C)n(-c3ccccc3)c2=O)ccc1OCC#N (configuration not stated)	4.7	-5.6	-6.1	3.8	i	0.8	-13.0	3.2	-1.1	0.9
O[C@H]1CN(CC2CCCCC2)[C@@H](c2ccc(Cl)cc2)C[C@@H]1n1cc(C2CC2)nn1	nt	2.2	nt	34.5	-0.4	nt	nt	6.1	5.5	-0.3
